GCN5L2 inh = blocks human GCN5L2 histone acetyltransferase; GCN5L2 HAT assay, ThioGlo1 CoA-SH fluorescence; Potency, µM (top dose mostly 58.9 µM), for the others: top-dose activity change, negative = inhibition, hits mostly inhibitors; 0.21% of 390,000 active
Target sequence (Q92830 whole entry, looked up): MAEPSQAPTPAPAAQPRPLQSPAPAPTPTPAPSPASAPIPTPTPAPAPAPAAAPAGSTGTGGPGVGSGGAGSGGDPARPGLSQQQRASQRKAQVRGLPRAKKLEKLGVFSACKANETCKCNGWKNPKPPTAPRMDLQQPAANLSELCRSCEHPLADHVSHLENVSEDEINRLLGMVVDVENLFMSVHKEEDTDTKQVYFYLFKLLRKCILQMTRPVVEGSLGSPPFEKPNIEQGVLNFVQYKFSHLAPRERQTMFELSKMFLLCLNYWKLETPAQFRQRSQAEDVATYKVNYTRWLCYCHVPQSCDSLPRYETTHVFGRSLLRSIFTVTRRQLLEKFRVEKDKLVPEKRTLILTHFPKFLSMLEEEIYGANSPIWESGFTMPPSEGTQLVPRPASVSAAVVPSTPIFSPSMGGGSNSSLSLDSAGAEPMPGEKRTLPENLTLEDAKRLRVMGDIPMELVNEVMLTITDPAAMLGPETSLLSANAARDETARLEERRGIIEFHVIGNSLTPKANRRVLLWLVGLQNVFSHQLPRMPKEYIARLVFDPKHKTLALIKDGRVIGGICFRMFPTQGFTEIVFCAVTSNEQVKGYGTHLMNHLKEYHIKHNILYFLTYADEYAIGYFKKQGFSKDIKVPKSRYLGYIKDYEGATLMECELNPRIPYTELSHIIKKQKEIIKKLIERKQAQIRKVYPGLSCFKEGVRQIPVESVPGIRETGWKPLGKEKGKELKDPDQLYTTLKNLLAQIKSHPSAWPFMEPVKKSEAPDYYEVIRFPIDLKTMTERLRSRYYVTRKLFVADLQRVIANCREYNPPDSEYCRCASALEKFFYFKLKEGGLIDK
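qHTS, 1536-well. 20nM enzyme, pH 7.5 HEPES/EDTA/Tween-20 buffer; 15 min compound preinc., RT. Start: 75uM H3(1-25), 70uM AcCoA, 50uM ThioGlo1. Read Ex340/Em540 at t=0 (autofluorescence flag) and t=20 min.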
TDP1 cell noCPT = qHTS for Inhibitors of human tyrosyl-DNA phosphodiesterase 1 (TDP1): qHTS in cells in absence of CPT | Potency, µM (top dose mostly 46.2 µM), inactives show at the top dose activity change, negative = growth inhibition, actives largely listed as inhibitors | DT40 Tdp1-/- hTDP1 cells, no CPT, ATP luminescence, 48 h | 15% of 420,000 active; further: nearly all actives have a fitted effect of over 55% in size
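Growth kinetics read by CellTiter-Glo luminescence after ≥48 hr at 37 °C. Cells: DT40 Tdp1-/- stably carrying human TDP1, 400 per well, compound exposure in the absence of CPT (DMSO vehicle).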
TDP1 cell CPT = growth inhibition of DT40 Tdp1-/-;hTDP1 cells with camptothecin (screen for TDP1 inhibitors); chicken DT40 Tdp1-/-;hTDP1 cells + 20 nM CPT, ATP luminescence, 48 h; Potency, µM (titrated, usually from 46.2 µM), without a hit: at the top dose activity change, negative = growth inhibition, most hits filed as inhibitors; 12% of 420,000 active; AID 686979; further: nearly all actives have a fitted effect of over 55% in size
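Chicken DT40 Tdp1-/- cells stably complemented with human TDP1 were seeded at 400 cells/well in medium containing 20 nM camptothecin, exposed to pin-transferred compounds, and grown at 37 °C for at least 48 hr. Viability was read as ATP luminescence.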
An asterisk follows results filed as active; ? = inconclusive; · = not tested or not shown; & = joins results of further samples; ! = not confirmed by another sample; [ ] = remark or other dose. The call rests on the fitted dose curve; in most records, active means well fitted curve in the direction sought with a large enough effect; inconclusive means small, poorly fitted or top-dose-only effect, or another doubt; inactive means no such curve, though single readings can be large; an effect the other way counts as inactive or inconclusive. On the % scale 0 is the no-effect control and ±100 the full control effect; potency means the concentration at half of the fitted maximal effect.

SMILES | GCN5L2 inh | TDP1 cell noCPT | TDP1 cell CPT
O=C(c1[nH]ncc1[N+](=O)[O-])N1CCOCC1 | -4% | ? | -10%
Nc1cc(S(=O)(=O)Nc2cc(Cl)ccc2Cl)ccc1N1CCOCC1 | -22% | ? | ?
O=C(C[n+]1cccc(C(=O)Nc2ccccc2)c1)c1ccccc1 | · | 18µM* | ?
CCNC(=O)c1ccccc1SCC(=O)Nc1ccc(F)cc1 | -4% | ? | 16µM*
CCc1cccc(NS(=O)(=O)c2csc(C(N)=O)c2)c1 | -4% | 15µM* | -23%
COc1ccc(C)cc1S(=O)(=O)N1CCN(C)CC1c1ccccc1 (centres undefined) | 1% | -14% | ?
COCCn1c(=O)c(-c2ccc(OC)cc2)nc2cnc(Nc3ccccc3)nc21 | ? | 15% | 21%
COc1ccccc1N1CCN(C(=O)CCCCn2c(=O)[nH]c3ccsc3c2=O)CC1 | -7% | 16µM* | ?
COc1ccc(C(=O)/C=C(\C)NCc2ccc3c(c2)OCO3)cc1 | 0% | -24% | -9%
COc1ccc(N(CC(=O)Nc2ccc(C)cn2)S(=O)(=O)c2c(C)nn(C)c2C)cc1 | -2% | -26% | ?
C=CCn1c(Sc2nc(C)cs2)nc2c1c(=O)[nH]c(=O)n2C | 0% | -16% | -8%
CCOC(=O)[C@]12CCC=C1N(Cc1ccccc1)C(=O)[C@H](CC(=O)N1CCN(C(=O)c3ccco3)CC1)C2 | · | -15% | -7%
Cc1ccsc1/C=C/C(=O)O | -7% | 8% | -6%
CC1(C(=O)NCc2ccccc2Br)CCN1Cc1ccc(-c2ccccn2)cc1 (centres undefined) | · | 18µM* | 15µM*
COc1ccc(NS(=O)(=O)c2ccc(C)cc2)c([N+](=O)[O-])c1 | 2% | 4% | -26%
CCC(=O)Nc1ccccc1C(=O)OCC(=O)c1cccc2ccccc12 | 1% | -24% | ?
C=CCn1c(=N)n(CC(=O)c2ccc(Br)cc2)c2ccccc21 | -7% | ? | ?
CC(=O)NCCNC(=O)c1ccc(Sc2ccccc2)c([N+](=O)[O-])c1 | -8% | -19% | -14%
N#Cc1ccc(-c2cn3c(n2)SCC3)cc1 | -25% | -1% | -15%
Cc1onc(-c2ccccc2)c1C(=O)NNC(=S)NC(=O)c1ccc(Br)cc1 | 45%[activator] | ? | ?
CCCC(=O)Nc1c(-c2cccc(C)c2)c(=O)c2ccccc2n1C | 1% | ? | ?
COc1ccccc1N=c1sc2ccccc2n1C | -9% | -29% | -23%
CC1(C)C2CCC1(CS(=O)(=O)N1CCCC1C(=O)O)C(=O)C2 (centres undefined) | 1% | 3% | 6%
COc1cccc(NC(=O)NC2CCN(Cc3nnnn3Cc3ccc4c(c3)OCO4)CC2)c1 | 0% | -12% | ?
CCCc1cc(=O)n2[nH]c(-c3ccc(C)cc3)nc2n1 | 2% | 0% | -16%
CCc1ccc(C(=O)c2cn(CC(=O)Nc3ccc(F)cc3)c3cc4c(cc3c2=O)OCO4)cc1 | -6% | -26% | ?
COc1ccc(CC(=O)Nc2nc3ccccc3s2)cc1S(=O)(=O)N1CCOCC1 | 1% | ? | ?
CCOC(=O)c1[nH]c(C)c(C(=O)Nc2ccc(F)cc2)c1C | 3% | 1% | -11%
O=C(Oc1ccccc1)N1CCC2(CCCN(c3cccc(-c4ccccc4)c3)C2)CC1 | -13% | ? | -30%
CC(C)NS(=O)(=O)c1ccc(CCC(=O)NCc2cccnc2)cc1 | -1% | 4% | -17%

The last five compounds of the part above open the next one:
SMILES | GCN5L2 inh | TDP1 cell noCPT | TDP1 cell CPT
CCc1ccc(C(=O)c2cn(CC(=O)Nc3ccc(F)cc3)c3cc4c(cc3c2=O)OCO4)cc1 | -6% | -26% | ?
COc1ccc(CC(=O)Nc2nc3ccccc3s2)cc1S(=O)(=O)N1CCOCC1 | 1% | ? | ?
CCOC(=O)c1[nH]c(C)c(C(=O)Nc2ccc(F)cc2)c1C | 3% | 1% | -11%
O=C(Oc1ccccc1)N1CCC2(CCCN(c3cccc(-c4ccccc4)c3)C2)CC1 | -13% | ? | -30%
CC(C)NS(=O)(=O)c1ccc(CCC(=O)NCc2cccnc2)cc1 | -1% | 4% | -17%
Cc1ccc2[nH]c3c(=O)n(CC(=O)Nc4ccccc4N4CCN(C)CC4)ncc3c2c1 | 0% | ? | ?
COc1cccc(NC(=O)Cn2c(=O)n(CCC(=O)NC3CCN(Cc4ccccc4)CC3)c(=O)c3ccccc32)c1 | 6% | 11% | -18%
Cc1cccc(-n2c(SCC(=O)Nc3ccccc3C)nc3c(oc4ccccc43)c2=O)c1 | -5% | 5.2µM* | 7.3µM*
C#Cc1ccc([C@@H]2C=C(C(=O)OCC=C)O[C@H](OCc3ccc(CO)cc3)C2)cc1 | -10% | -6% | -20%
CC1CC(C)(C)NC(=S)N1CCCC(=O)Nc1ccccc1F (centres undefined) | -1% | -8% | -16%
O=C1OC(c2ccc(F)cc2)CC1CN1CCOCC1 (centres undefined) | · | 10µM* | 5.8µM*
CCC(=O)N1CCCN(S(=O)(=O)c2ccc(C)cc2)C1c1ccc(OC)cc1 (centres undefined) | -3% | 15µM* | -9%
CC(C(=O)OCC(=O)NC1CCCCC1)N1C(=O)c2ccccc2C1=O (centres undefined) | -6% | -1% | -2%
CCOC(=O)C1CCN(c2c(C(=O)c3ccc(OCC)cc3)cnc3ccc(OC)cc23)CC1 | -17% | 21µM* | 23µM*
CCn1ncc(Br)c1C(=O)Nc1c(C)nn(Cc2c(F)c(F)c(F)c(F)c2F)c1C | -2% | ? | 16µM*
CCOC(=O)C1CCN(c2ncnc3c2cnn3-c2ccc(Cl)cc2)CC1 | -7% | ? | ?
COc1nc(C)ccc1-c1noc(-c2ccccn2)n1 | -3% | -10% | -12%
CC1Cc2ccccc2N1c1ncnc2nc[nH]c12 (centres undefined) | -2% | 23µM* | ?
CC(C)CC(O)C1CCN(C(=O)CCc2nnc(-c3ccc4c(c3)OCO4)o2)CC1 (centres undefined) | -20% | ? | -7%
Cc1ccc(NC(=O)CSc2nnc(N)s2)cc1S(=O)(=O)N1CCCCC1 | -27% | 0% | 5%
N#Cc1c(C(F)(F)F)cc(-c2cccs2)nc1SCc1ccc(Cl)nc1 | -5% | ? | -13%
COc1cc(OC)cc(-c2nnc(SCC(=O)N3CCCCC3)o2)c1 | -6% | -8% | ?
CCN(CC)C(=O)CSc1nnc(-c2ccco2)o1 | -1% | -7% | -3%
O=C(NC1CCCC1)C(c1ccncc1)N(CCCN1CCOCC1)C(=O)c1ccc(-c2ccccc2)[nH]1 (centres undefined) | -17% | -23% | -16%
O=C(Nc1ccc(N2CCC(N3CCCCC3)CC2)c(C(=O)O)c1)c1ccccc1 | 2% | -1% | 6%
COc1ccccc1CNC(=O)C(CC(C)C)NC(=O)C1CCC(C)CC1 (centres undefined) | -3% | ? | ?
O=C(Cn1cnc2ccccc21)Nc1ccc(F)c(F)c1 | -8% | ? | ?
O=C(Nc1cccc(C(=O)O)c1)/C(=C\c1ccc(F)cc1)NC(=O)c1ccco1 | -4% | 11% | 18%
Cc1ccc(Cl)cc1NC(=O)Nc1nnc(N(C)Cc2ccccc2)s1 | -11% | 23µM* | 21µM*
CC1=CCC2CC1C2(C)C (centres undefined) | -16% | 0% | 1%
O=C(Cn1cccn1)N1CCCC(Nc2ccc(F)c(F)c2)C1 (centres undefined) | -5% | -14% | 0%
CC(C)=CCC/C(C)=C/CNC(=O)C[C@H]1C[C@H](C(=O)N2CCOCC2)[C@@]2(CCC3CCCC3)c3[nH]c4cc(CCC(=O)N(C)C)ccc4c3CCN2C1=O | -12% | 6.5µM* | 5.8µM*
O=C(Cn1nc(-c2ccc(Cl)cc2)ccc1=O)NCc1ccc2c(c1)OCO2 | -1% | -19% | ?
Cc1c(CCC(=O)NC2CC2)c(=O)oc2cc(O)ccc12 | ? | -3% | -12%
COc1ccc(C(=O)Nc2cnc(NC(=O)c3cccs3)cc2C)cc1 | -3% | ? | -7%
O=S(=O)(c1ccc(Br)cc1)N1CCCN(Cc2ccccc2F)CC1 | -9% | -24% | ?
CCOC(=O)C(c1ccccc1)N1CCN(c2ccc(OC)cc2)CC1 (centres undefined) | -2% | ? | -3%
Cc1nonc1-c1ccc2c(c1)OCO2 | 2% | -1% | 2%
O=C(NCc1ccc(C(=O)O)cc1)OCc1ccccc1 | -10% | -9% | 5%
Cc1[nH]n(C(N)=S)c(=O)c1N=Nc1cc(C(F)(F)F)ccc1Cl | -2% | -21% | -2%
Nc1ncnc2c1nc(Sc1ccc(Cl)cc1)n2[C@@H]1O[C@@H]2COP(=O)(O)O[C@H]2[C@H]1O | · | -9% | -14%
Cc1c(C(=O)N(C)Cc2cccc3ncccc23)cnn1-c1nccc(-c2ccccc2F)n1 | · | -28% | -3%
O=C(Nc1nccs1)C1(S(=O)(=O)c2ccc(Cl)cc2)CC1 | 4% | -21% | -15%
COc1ccc(C(=O)Nc2nc(-c3ccc(S(=O)(=O)N4CCOCC4)cc3)cs2)cc1 | -6% | 21µM* | ?
Cc1cc(C(=O)N2CCN(c3ccc([N+](=O)[O-])cc3)CC2)co1 | -6% | ? | ?
CC(C)c1cc(-c2nc(-c3ccccc3)no2)n[nH]1 | -7% | ? | ?
Cc1ccc(C2(c3ccc(C)cc3)NC(=O)N(CC(N)=O)C2=O)cc1 | 1% | 8% | -4%
CN(C)C(=O)c1ccc(-c2cc(C(F)(F)F)n(C)n2)s1 | -2% | 4% | 7%
CCOC(=O)c1c(C)n(CC)c2ccc(OC(=O)c3ccc([N+](=O)[O-])cc3)cc12 | 12% | -25% | ?
O=C(C[C@@H]1CC[C@@H]2[C@H](COC[C@H](O)CN2C(=O)Nc2ccc(F)cc2)O1)NCCc1ccncc1 | · | -6% | -4%
COc1ccc(CCNC(=O)c2ccc(CS(=O)(=O)c3ccc(C)cc3)o2)cc1OC | -2%&-14% | 15µM*! | ?
COc1ccccc1CNc1ccnc(-c2ccc3c(c2)OCO3)n1 | -24% | ? | ?
CC(=O)c1cccc(NC(=O)c2cnccn2)c1 | 0% | 3% | 7%

Structural class: those above with a cyano group.
SMILES | GCN5L2 inh | TDP1 cell noCPT | TDP1 cell CPT
N#Cc1ccc(-c2cn3c(n2)SCC3)cc1 | -25% | -1% | -15%
N#Cc1c(C(F)(F)F)cc(-c2cccs2)nc1SCc1ccc(Cl)nc1 | -5% | ? | -13%

In the list so far, 3 have a CF3 group:
SMILES | GCN5L2 inh | TDP1 cell noCPT | TDP1 cell CPT
N#Cc1c(C(F)(F)F)cc(-c2cccs2)nc1SCc1ccc(Cl)nc1 | -5% | ? | -13%
Cc1[nH]n(C(N)=S)c(=O)c1N=Nc1cc(C(F)(F)F)ccc1Cl | -2% | -21% | -2%
CN(C)C(=O)c1ccc(-c2cc(C(F)(F)F)n(C)n2)s1 | -2% | 4% | 7%

This is a subset; rates above refer to the full screens.
